# Screening data from PubChem BioAssay.
# DNA FID counter: compounds displacing fluorescent DNA intercalator, primary screen, artefact control for HCV NS3 helicase inhibitor project, biochemical, FID fluorescence | DNA fluorescent intercalator displacement | inhibition, % at 7.9 µM | hit rate 0.17% among 290,000 | AID 1845, 2009; in the data active means inhibition above about 37%;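 further: 0% = vehicle and 100% = reference compound; higher means more ethidium bromide displaced from hairpin DNA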
# IDE act: human IDE activators in live cells, primary screen, fluorescence polarization, HEK cells, FAbeta-B substrate; Insulin-degrading enzyme (Homo sapiens), P14735; FAbeta-B cleavage; 0% vehicle, 100% cell-free pure enzyme wells; activation, % at 5.96 µM; hit rate 0.073% among 340,000;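 active means activation above the mean of all tested compounds plus 3 SD, set per screening campaign, cut at about 17% in these data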
# IDE inh: human IDE inhibitors in live cells, primary screen, fluorescence polarization, HEK cells, FAbetaB substrate. Insulin-degrading enzyme (Homo sapiens), P14735. hit rate 0.41% among 320,000. AID 434962, 2010. inhibition, % at 5.59 µM. FAbetaB cleavage;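 active means percent inhibition above the average of all tested compounds plus 3 SD, set per screening campaign, cut at about 16% in these data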;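 further: IDE supplied by intact live HEK cells; FP after avidin binding of uncleaved biotin substrate so inhibition keeps polarization high; 0% = DMSO wells and 100% = 60 µM reference IDE inhibitor Ii1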
# VIM-2 inhibitor: VIM-2 metallo-beta-lactamase inhibitors, primary screen, biochemical, epi-absorbance readout, Pseudomonas aeruginosa enzyme; hit rate 0.89% among 290,000; AID 1527, 2009; purified VIM-2, nitrocefin hydrolysis, epi-absorbance fluorescence; inhibition, % at 5.6 µM;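 active means inhibition above the mean of all tested compounds plus 3 SD, cutoff set per screening run, cut at about 7.5% in these data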;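 further: red hydrolysis product quenches plate fluorescence so inhibitors raise well fluorescence; 0% = enzyme with DMSO and 100% = DMSO without enzyme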
# UBC9 SUMO inh: inhibitors of in vitro SUMOylation cascade, primary screen, biochemical, HTRF, uHTS; SUMO-conjugating enzyme UBC9 (Homo sapiens), P63279; HTRF SUMOylation assay, SAE1/SAE2 + UBC9; inhibition, % at 35 µM; hit rate 0.36% among 290,000; in the data active means inhibition above about 50%, passing the limit was not always enough; further: strong numbers were not always called active
# Target sequence (P63279 whole entry, looked up): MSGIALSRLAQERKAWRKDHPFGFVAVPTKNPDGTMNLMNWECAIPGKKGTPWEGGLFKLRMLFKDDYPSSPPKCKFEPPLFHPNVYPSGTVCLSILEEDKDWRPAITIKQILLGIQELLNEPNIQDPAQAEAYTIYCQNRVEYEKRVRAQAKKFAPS
# M18AAP inhibitor: PfM18AAP inhibitors, malaria aminopeptidase, primary screen, biochemical, QFRET, recombinant enzyme | inhibition, % at 7.35 µM | H-Glu-NHMec fluorogenic cleavage | hit rate 1.2% among 290,000 | M18 aspartyl aminopeptidase (Plasmodium falciparum 3D7);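 active means inhibition above the campaign mean inhibition over all tested compounds plus 3 SD, cut at about 28% in these data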;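 further: 0% = plate median of test compound wells and 100% = 2 mM ZnCl2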
# IMP-1 inh: IMP-1 metallo-beta-lactamase inhibitors, primary screen, biochemical, epi-absorbance readout, Pseudomonas aeruginosa enzyme | metallo-beta-lactamase IMP-1 (Pseudomonas aeruginosa) | purified IMP-1, nitrocefin hydrolysis, epi-absorbance fluorescence | inhibition, % at 5.6 µM | hit rate 0.45% among 290,000 | AID 1556, 2009;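 active means inhibition above the mean plus 3 SD of all compounds in the same screening run, cut at about 4.5% in these data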;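 further: 0% = IMP-1 with DMSO and 100% = DMSO wells lacking enzyme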
#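 System: purified IMP-1; amount: IMP-1 0.2 nM before substrate addition; compound: single dose, 5.6 µM; times: 25 °C, 15 min preincubation, 25 min reaction; signal: Epi-absorbance via hydrolysed-nitrocefin quenching of white-plate fluorescence, 480/530 nm, EDTA stop; benchmarks: DMSO with and without IMP-1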
# HCV NS3 hel inh: inhibitors of HCV NS3 helicase, primary screen, biochemical, Cy5 molecular beacon fluorescence | hit rate 0.56% among 290,000 | Hepatitis C virus NS3 helicase | NS3 helicase DNA unwinding | inhibition, % at 10.9 µM;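 active means inhibition above the mean of all tested compounds plus 3 SD, set per campaign, cut at about 35% in these data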;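 further: 0% = DMSO wells and 100% = thioflavine S control wells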
#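 System: NS3 helicase fragment of HCV / Schedule: 1 h at 25 °C / Control set: DMSO alone as 0% and 110 µM thioflavine S as 100% / Reagent: Cy5/quencher beacon DNA duplex and ATP to start / Technique: Cy5 fluorescence / Replication: singlicate / Evaluation: % inhibition of end-to-start signal ratio versus controls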
# p-CIP stab down: p/CIP-EGFP fusion destabilizers, primary screen, fluorescence, F442A cells | Q05BA5 | 16 h | decrease of EGFP signal, % at 10 µM | hit rate 0.01% among 290,000;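 active means EGFP signal decrease of at least 30% at 10 µM or well 3 SD below plate mean, unless failing retest; inactive means the rest, including hits failing retest or dose response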; further: some compounds called inactive have numbers as strong as hits; many of its hits are not listed in these tables
# * marks the source's active call; other numbers are inactive results; . = no result given.
SMILES,DNA FID counter,IDE act,IDE inh,VIM-2 inhibitor,UBC9 SUMO inh,M18AAP inhibitor,IMP-1 inh,HCV NS3 hel inh,p-CIP stab down
CCOC(=O)COn1c(=O)c(-c2cc3ccccc3o2)[n+]([O-])c2ccccc21,9,-3,0,2.0,5,5,0.9,-4,-18
O=C1C2CCCN2C(c2ccc(F)c(F)c2)N1c1cccc(Cl)c1 (stereo unspecified),-2,3,3,-0.2,-8,0,-1.1,-9,-6
CC(C)C(NC(=O)OCc1ccccc1)C(=O)NCc1ccc(C(=O)O)cc1 (stereo unspecified),-4,-3,0,-2.4,-3,3,-1.6,1,-4
CNC(=O)CC1C(=O)N(c2ccc(Cl)cc2)C(=S)N1NC(=O)c1cccc(F)c1 (stereo unspecified),-5,5,-1,-1.9,2,18,-2.6,3,-8
O=[N+]([O-])c1cccc(/C=N\N2CCN(c3ccc(Cl)cc3)CC2)c1,2,-5,12,-0.8,1,-2,-0.6,2,9
CC(C)c1ccc(N(CC(=O)N2CCN(Cc3ccccc3)CC2)S(C)(=O)=O)cc1,-26,-4,-2,-1.7,4,-3,-4.8,7,-3
N#CCc1c(C#N)c(N)nc(N2CCN(S(=O)(=O)c3ccccc3F)CC2)c1C#N,-13,-3,0,0.2,17,-8,-1.0,-3,-15
COCCN(CCOC)S(=O)(=O)c1ccc(C(=O)NC2CCN(Cc3ccccc3)CC2)cc1,4,12,-3,-2.2,-1,2,-3.4,-5,8
Cc1cccc(NC2=C(NC(=O)c3ccccc3)C(=O)c3ccccc3C2=O)c1,-3,2,-3,0.5,-5,-7,-2.6,0,2
CCC(=O)Nc1cccc(NC(=O)c2ccccc2Cl)c1,-9,1,1,-3.3,-2,9,-2.3,-5,4
Cc1ccc([N+](=O)[O-])cc1NC(=O)CSc1n[nH]c(-c2cccnc2)n1,2,-2,-8,-1.6,11,-1,-1.9,1,-20
CCC(=O)Nc1nnc(S(=O)(=O)N(CC)c2ccc(Cl)cc2)s1,-8,3,2,-0.4,-9,1,-1.6,-3,-7
COC(=O)CNC(=S)NC(=O)c1ccc(C(C)(C)C)cc1,-19,-3,3,-2.3,-4,-7,-1.6,-5,28
Cc1ccc(OCc2nnc(SCC(=O)c3cccc([N+](=O)[O-])c3)n2C)cc1,1,-8,4,-0.4,-17,-14,-2.2,-10,8
CCOc1ccc2oc(C(=O)Nc3ccc(N4CCOCC4)cc3)c(C)c2c1,-2,5,-3,-3.6,5,-4,2.6,10,-16
CNC(=O)N(O)C1N(/N=C/c2ccc(SC)cc2)C(=S)SC1(C)C (stereo unspecified),-13,4,1,0.7,0,3,-1.7,-4,-6
COc1ccc(-c2nc(CS(=O)CC(=O)NCCN3CCCCCC3)c(C)o2)cc1OC (stereo unspecified),2,4,5,-1.4,3,6,-0.9,-71,5
CCN1CCN(CCCNC(=O)C2CCCN(c3nc4c(C)cc(C)cc4s3)C2)CC1 (stereo unspecified),18,1,0,-4.1,-1,3,-3.3,-64,-1
CC/C(=N\NC(=O)c1nnn(-c2nonc2N)c1-c1cccc(OC)c1)c1ccc(C)cc1,-13,2,-2,-2.3,-18,11,0.1,-3,0
O=C(c1cccc2ccccc12)N1CCC(N2CCN(c3ccccc3)CC2)CC1,10,5,5,-1.5,2,2,-3.9,2,5
COc1cccc(CN(C)Cc2cc(=O)oc3c(C)c(C)ccc23)c1,-31,2,.,-2.7,-31,4,-1.7,-4,4
O=C(O)CC/C(=N\NC(=O)CNC(=O)c1ccc(F)cc1)c1ccccc1,-6,5,-2,-3.9,1,-5,-2.6,-2,-7
CCOC(=O)CCCCC(=O)c1[nH]c(=O)[nH]c1Cn1cnc2ccccc21,-18,1,-1,-0.7,23,-10,-2.7,3,2
O=C(Cc1ccccc1)Nc1nc(-c2cccc([N+](=O)[O-])c2)cs1,1,3,0,0.8,6,-6,0.0,0,1
Cc1nc(SC2CC(=O)N(c3ccccc3)C2=O)nc2c1CCCC2 (stereo unspecified),-18,-3,0,-2.0,-2,10,-3.0,0,-8
Cc1nn(CCCC(=O)N2CCc3ccccc3C2)c(=O)c2cc3sccc3n12,-36,7,-1,1.8,8,-2,-5.5,8,1
CCOc1ccc(Nc2nc(N)nc(CSC(=S)N3CCN(c4ccccc4)CC3)n2)cc1,-12,-3,0,-1.1,0,-15,-1.2,-45,-7
Cc1ccc(C(=O)COC(=O)CN2C(=O)C3C4CCC(C4)C3C2=O)cc1[N+](=O)[O-] (stereo unspecified),2,2,0,0.0,9,2,-3.0,-2,-4
S=C(NCc1ccncc1)Nc1cc(Cl)cc(Cl)c1,-1,-1,-2,-2.0,1,4,-2.2,-8,13
CC1=C(C(=O)OC2CCCC(C)C2)C(c2ccccc2)NC(=O)N1 (stereo unspecified),-30,-15,10,-2.6,18,6,-3.7,5,-23

# Taken from above.
# In IDE act, COC(=O)CNC(=S)NC(=O)c1ccc(C(C)(C)C)cc1 reads -3
# In M18AAP inhibitor, CCC(=O)Nc1nnc(S(=O)(=O)N(CC)c2ccc(Cl)cc2)s1 reads 1
# In VIM-2 inhibitor, COCCN(CCOC)S(=O)(=O)c1ccc(C(=O)NC2CCN(Cc3ccccc3)CC2)cc1 reads -2.2
# In M18AAP inhibitor, CC(C)c1ccc(N(CC(=O)N2CCN(Cc3ccccc3)CC2)S(C)(=O)=O)cc1 reads -3
# In UBC9 SUMO inh, CCN1CCN(CCCNC(=O)C2CCCN(c3nc4c(C)cc(C)cc4s3)C2)CC1 (stereo unspecified) reads -1
# In VIM-2 inhibitor, CC/C(=N\NC(=O)c1nnn(-c2nonc2N)c1-c1cccc(OC)c1)c1ccc(C)cc1 reads -2.3
# In IDE inh, CCOc1ccc2oc(C(=O)Nc3ccc(N4CCOCC4)cc3)c(C)c2c1 reads -3

# A stretch from the list above:
SMILES,DNA FID counter,IDE act,IDE inh,VIM-2 inhibitor,UBC9 SUMO inh,M18AAP inhibitor,IMP-1 inh,HCV NS3 hel inh,p-CIP stab down
S=C(NCc1ccncc1)Nc1cc(Cl)cc(Cl)c1,-1,-1,-2,-2.0,1,4,-2.2,-8,13
CC1=C(C(=O)OC2CCCC(C)C2)C(c2ccccc2)NC(=O)N1 (stereo unspecified),-30,-15,10,-2.6,18,6,-3.7,5,-23

# Other structures follow.
SMILES,DNA FID counter,IDE act,IDE inh,VIM-2 inhibitor,UBC9 SUMO inh,M18AAP inhibitor,IMP-1 inh,HCV NS3 hel inh,p-CIP stab down
COc1cccc(CN2CCNC(=O)C2CC(=O)NCCOc2cccnc2)c1OC (stereo unspecified),-17,4,1,-1.4,9,-10,-1.1,1,-5
O=C(NCCc1c[nH]c2ccccc12)Nc1cccc2ccccc12,-8,1,12,2.1,4,4,1.5,4,-2
O=C(O)CNS(=O)(=O)c1cccc(Cl)c1,-5,5,-4,-1.4,5,-8,-1.4,0,-5
CC1=NN(c2cccc([N+](=O)[O-])c2)C(=O)C1,14,-3,0,-4.7,-2,3,-3.0,10,6
COc1cccc(-n2c(CN3CCN(c4ccc(C)cc4)C(C)C3)nc3ccc([N+](=O)[O-])cc3c2=O)c1 (stereo unspecified),-2,2,2,0.1,-6,-11,-1.1,3,-16
COc1ccc(OCCCC(=O)Nc2nnc(C3CCCO3)s2)cc1 (stereo unspecified),-21,3,-4,-3.4,-9,-3,-4.3,10,-3
CC(C)N(C(=O)NC(=O)NCC1CCCO1)S(C)(=O)=O (stereo unspecified),0,2,4,-1.6,0,-11,-2.8,-4,-18
COCCNc1nc(-c2cc(C)n(CCc3ccc(OC)cc3)c2C)cs1,-11,5,6,-1.1,25,1,-2.2,1,4
C#CC(C)(C)NC(=O)CSc1nc2c(c(=O)n(C)c(=O)n2C)n1CCCC,-11,3,0,2.9,-2,-5,-2.3,-5,-12
CCN(CCNC(=O)CS(=O)(=O)Cc1nc(-c2cccc(OC)c2)oc1C)c1ccccc1,-34,-1,4,0.0,3,-14,-2.0,-7,-8
Cc1ccc(-c2nnc(CN3CCCCC3C)o2)cc1 (stereo unspecified),-12,3,-8,-2.3,12,-4,-1.9,-14,-7
CNS(=O)(=O)c1cccc(C(=O)OCC(=O)NCc2ccccc2)c1,-3,2,-2,-3.2,3,-4,-5.1,-1,-15
COc1ccc(N(CC(=O)NCCc2ccc(OC)c(OC)c2)S(=O)(=O)c2ccc(OC)c(OC)c2)cc1,-51,-4,6,-3.1,-9,3,-2.5,-4,-5
COc1cccc(C(=O)Nc2ccc(N3CCN(C(=O)c4ccco4)CC3)cc2)c1,-28,8,0,-1.2,-8,6,-2.6,5,2
O=C(O)Cc1ccc(NS(=O)(=O)c2ccccc2Cl)cc1,9,.,2,0.8,22,-2,-0.8,-4,-7
CC1=CC(=C2C(=O)c3ccccc3C2=O)C=C(C)N1C,4,6,4,-1.8,-4,6,-1.5,-10,3
N#Cc1ccccc1NC(=O)C1CC(=O)N(c2ccc3c4c(cccc24)CC3)C1 (stereo unspecified),-27,1,-5,-2.4,-11,-5,-2.9,5,12
CCOC(=O)c1nnn(-c2nc(N(C)C)nc(N(C)C)n2)c1C,-5,1,1,0.1,18,5,-2.6,7,6
CCn1c(SCC(=O)Nc2ccc3c(c2)OCO3)nc2ccccc21,-16,-3,5,-1.3,-6,-16,-0.5,-12,5
O=C(Nc1ccc2c(c1)OCO2)C(=O)c1c[nH]c2ccccc12,-3,-3,0,-5.2,18,3,-1.2,1,3
CC(C)(C)NC(=O)N1CCn2cccc2C1c1ccccc1F (stereo unspecified),0,-1,-2,1.7,5,4,-3.5,-5,-5
COc1ccc(C2/C(=C(/O)c3ccccc3)C(=O)C(=O)N2CCO)cc1 (stereo unspecified),5,4,2,-2.2,3,8,-4.1,-1,-5
S=c1[nH]nc(-c2cccc(Cl)c2)n1/N=C/c1ccco1,-12,.,6,-2.0,-4,15,-2.6,22,-11
CCOc1ccc(C(=O)Nc2cccc(C(C)=O)c2)cc1[N+](=O)[O-],9,5,-2,-4.3,17,2,-3.9,4,-9
